phage Ecoli inh = growth loss of phage-infected E. coli, primary screen, RecBCD inhibitor project, absorbance, with phage, HTS | inhibition, % at 11.9 µM | 0.26% of 360,000 active; in the data active = inhibition above about 11%
E coli growth = E. coli V3065 growth inhibition, primary screen, counter-screen for AddAB inhibitor project, absorbance, OD600; 18 h; inhibition, % at 11.9 µM; 0.27% of 330,000 active;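 active = inhibition above the campaign's mean inhibition across all tested compounds plus 3 SD, cut at about 9.9% in these data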;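 also: uninfected addAB+ strain grown without phage in ampicillin broth; 0% = DMSO wells and 100% = ciprofloxacin 0.95 µg/ml wells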
Tat export inh = E. coli Tat export inhibitors, primary screen, MC4100, TorA-mCherry reporter, fluorescence, single point | inhibition, % at 10 µM | 0.036% of 340,000 active | AID 488895, 2010;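 active = mean replicate inhibition at least 50% and at least half of replicates individually reaching 50%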;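 also: exported cargo escapes ClpAP degradation while cytoplasmic cargo is degraded and loses fluorescence; 0% = median of neutral control wells and 100% = median of NaSCN control wells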
AddAB inh = growth inhibition of E. coli expressing H. pylori AddAB, primary screen, AddAB inhibitor project, absorbance; inhibition, % at 11.9 µM; AID 435030, 2010; 0.29% of 330,000 active; in the data active = inhibition above about 12%;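 also: 0% = vehicle wells of infected cells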
Arr AP2 block = inhibitors of beta-arrestin/AP2 binding, primary screen, biochemical, GPCR trafficking, flow cytometry; FITC-arrestin peptide / GST-AP2 beads; AP2 beta2 appendage carries R879A mutation; inhibition, % at 10 µM; 0.31% of 340,000 active;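 active = inhibition above a set limit, near 3 SD of compounds lacking own fluorescence, cut at about 54% in these data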;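 also: plate controls were DMSO wells for no effect and 5 µM unlabelled arrestin peptide for full effect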
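Measured by: flow cytometry, FL1 (488/535 nm); Material: AP2 appendage R879A on GSH beads; Evaluation: percent response; Timing: pre-incubation 12 min, peptide binding 1 h, room temperature; Also added: 50 nM FITC-arrestin peptide; Medium: PBS with 0.05% Tween 20 and 0.1% BSA.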
Mot1-301 SUMO = yeast Mot1-301 growth rescue at high temperature, primary screen, SUMOylation pathway inhibitor project, S. cerevisiae, ATP luminescence, 38.5C | S. cerevisiae Mot1-301 growth rescue; percent above DMSO median, 100 means doubled | growth rescue, % at 18.8 µM | 1% of 320,000 active;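 active = every valid replicate shows activation above 250% relative to neutral control wells; inactive = the rest, any valid replicate at or below 250%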;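 also: OY570 slx delta 5 strain wells were the positive control but not used for scaling; some compounds called inactive have numbers as strong as hits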
DSG3 Ab inh = inhibitors of pemphigus antibody binding to DSG3, primary screen, biochemical, bead-based, flow cytometry, scFv-GFP. AID 588358, 2011. DSG3-coupled beads, scFv-anti-DSG3-GFP binding; stronger effect = lower value. binding (percent of control), % at 10 µM. Desmoglein-3 (Homo sapiens), P32926. 0.48% of 310,000 active;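 active = binding more than 3 SD below its plate's average and above zero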;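 also: hits lower antibody fragment binding to DSG3; some compounds called inactive have numbers as strong as hits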
OPRM1-OPRD1 inv = inverse agonists of MOR-DOR heterodimerization, primary screen, cell-based, luminescence. AID 504357, 2011. cell-based MOR-DOR heterodimer luminescence, inverse agonism. 0.21% of 340,000 active. inhibition, % at 9.3 µM. Mu-type opioid receptor (Homo sapiens) + Delta-type opioid receptor (Homo sapiens), …; in the data active = inhibition above about 22%, passing the limit was not always enough;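 also: 0% = cells with DMSO and 100% = wells without cells with DMSO; values of inactives mirror those of a sister screen read the other way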
Target sequence (P35372 whole entry, looked up): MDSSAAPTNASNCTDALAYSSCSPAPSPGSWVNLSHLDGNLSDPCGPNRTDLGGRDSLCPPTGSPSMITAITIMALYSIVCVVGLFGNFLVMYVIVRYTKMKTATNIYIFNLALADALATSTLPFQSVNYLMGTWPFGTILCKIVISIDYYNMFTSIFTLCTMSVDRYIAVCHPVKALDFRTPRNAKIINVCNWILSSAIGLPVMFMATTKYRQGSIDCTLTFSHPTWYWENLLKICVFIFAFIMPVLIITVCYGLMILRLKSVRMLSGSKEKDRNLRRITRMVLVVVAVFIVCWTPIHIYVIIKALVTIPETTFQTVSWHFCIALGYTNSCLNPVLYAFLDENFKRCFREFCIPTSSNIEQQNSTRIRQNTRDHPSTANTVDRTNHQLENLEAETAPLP
Target sequence (P41143 whole entry, looked up): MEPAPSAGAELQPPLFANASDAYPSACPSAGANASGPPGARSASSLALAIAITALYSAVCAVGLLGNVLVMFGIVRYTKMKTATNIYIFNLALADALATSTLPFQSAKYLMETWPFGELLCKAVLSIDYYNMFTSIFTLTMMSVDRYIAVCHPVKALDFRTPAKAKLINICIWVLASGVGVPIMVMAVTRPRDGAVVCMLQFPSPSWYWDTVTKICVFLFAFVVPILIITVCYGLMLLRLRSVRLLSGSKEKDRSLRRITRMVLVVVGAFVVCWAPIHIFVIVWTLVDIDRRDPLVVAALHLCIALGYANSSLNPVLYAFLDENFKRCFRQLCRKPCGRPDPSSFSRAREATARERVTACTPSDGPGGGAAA
OPRM1-OPRD1 ag = agonists of OPRM1-OPRD1 heterodimerization, primary screen, cell-based, luminescence; cells; activation, % at 9.3 µM; 0.3% of 340,000 active; AID 504326, 2011; in the data active = activation above about 18%;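 also: 0% = vehicle-treated cells and 100% = reference agonist; values of inactives mirror those of a sister screen read the other way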
PKA-R1A activ = activators of PKA-R1A holoenzyme, primary screen, biochemical, fluorescence polarization, Cy5-IP20, bovine R1A, mouse PKAc | cAMP-dependent protein kinase type I-alpha regulatory subunit (Bos taurus) + … | PKA-R1A dissociation; scaled: DMSO 0%, 113 µM cGMP 100% | activation, % at 11.4 µM | 0.083% of 340,000 active | AID 504707, 2011;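 active = percent activation above the mean of all tested compounds plus 3 SD, cut at about 19% in these data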;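 also: higher means more PKAc released from R1A so a rise in polarization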
PfHsp90 set2 = growth inhibition of PfHsp90-expressing yeast, primary screen, antimalarial PfHsp90 inhibitor project, S. cerevisiae, BacTiter-Glo luminescence, single point, set 2 | 0.32% of 310,000 active | inhibition, % at 9.4 µM | BacTiter-Glo ATP, 48 h; yeast lacking PDR1 and PDR3 efflux regulators | AID 504621, 2011;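 active = every replicate shows inhibition above about 80%, whatever the replicate mean, limit read from the data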;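 also: 0% = DMSO neutral controls and 100% = 20 µM radicicol positive controls; yeast relying on Plasmodium falciparum Hsp90 in place of its own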
* hit, by the source's call; . = no result given.

Values run as follows: Mot1-301 SUMO	PKA-R1A activ	PfHsp90 set2	AddAB inh	OPRM1-OPRD1 inv	Tat export inh	phage Ecoli inh	E coli growth	OPRM1-OPRD1 ag	Arr AP2 block	DSG3 Ab inh
CN1CCCN(C(=O)CSc2ccccc2)CC1
    8	-4	10	1.3	18	-4	-0.9	-1.6	-4.0	41	98
CCCCOC(=O)/C(=C\c1ccc([N+](=O)[O-])o1)NC(=O)c1ccccc1
    9	10	-6	-0.6	-17	-7	0.0	0.8	3.2	0	97
NC(=O)NNC(=S)Nc1cccc2ccccc12
    14	2	1	4.6	21	-6	1.4	0.9	-4.4	-17	103
Cc1nc2ccccc2nc1OCC(=O)Nc1ccccc1
    324	10	11	1.9	13	-7	0.6	1.4	-2.8	-45	99
CCCN(CC)c1ncnc2[nH]ncc12
    .	-9	.	.	16	-11	0.4	.	-3.0	-1	92
COC(=O)C1=C(C(=O)OC)[C@@H]2N(Cc3ccccc3)c3ccccc3[C@@]23C[C@@H](C(=O)OC)N=C3N1
    5	8	.	2.1	3	-7	2.4	-3.6	-0.5	6	102
C=CCN(C)NC(=S)Nc1ccccc1
    7	11	13	2.6	9	-2	4.5	0.7	-2.0	7	104
Cc1cc(S(=O)(=O)Nc2cccc(O)c2)c(C)s1
    142	-17	5	-0.4	4	0	4.1	1.7	-0.6	-3	92
C=C(C)COc1ccc(-c2ncnc(C(F)(F)F)c2-c2ccccc2)c(O)c1
    -7	-6	2	-1.7	-45	4	0.7	-0.5	9.1	0	99
Cc1nc2ccccn2c1C(=O)N/N=C/c1ccc(F)cc1
    150	-6	1	2.8	11	-1	2.7	0.5	-2.2	36	98
CCOC(=O)CC1ON(C)C(=O)N1c1ccc(Cl)cc1Cl (stereo not drawn)
    4	-9	29	1.6	-1	9	0.2	0.4	0.1	8	.
COC(=O)c1cc(S(=O)(=O)N2CCN(c3ccccc3OC)CC2)cn1C
    -6	-14	16	-0.7	-3	4	2.0	-2.2	0.5	-7	.
Cc1ccc(C(=O)N2CCCC2)cc1S(=O)(=O)Nc1cccc(C)c1C
    337	-3	-14	2.1	2	-7	4.4	-1.7	-0.5	-7	98
Cc1nnc(SCC(=O)Nc2ccc3c(c2)OCCO3)n1N
    -2	5	11	1.9	5	3	3.3	1.2	-0.8	-6	108
CCSc1nnc(NC(=O)c2c(-c3ccccc3Cl)noc2C)s1
    119	-18	13	0.3	11	-8	0.2	-2.7	-2.1	-4	105
CC(=O)c1cc2c(cc1NC(=O)CN1CCCCCCC1)OCO2
    -8	-9	10	2.1	-37	-3	-0.8	-0.9	6.0	-5	.
O=C(OCCN1CCOCC1)c1ccc(Cl)cc1Cl
    -3	-3	5	1.1	11	-5	-0.9	0.8	-2.2	6	138
Cn1ncc(Cl)c1C(=O)N1CCN(c2ccc(F)cc2)CC1
    9	2	7	3.3	9	-2	1.4	2.2	-1.6	19	109
COc1ccc(CCNC(=O)C2CCN(C(=O)c3ccc(Br)cc3)CC2)cc1OC
    13	1	12	-2.6	5	-7	0.8	-1.6	-1.0	-7	97
CC(=C\c1ccccc1)/C=C1/SC(=O)N(CCCC(=O)Nc2ccc(C(=O)O)cc2)C1=O
    235	-4	-1	7.4	10	-3	3.4	-0.5	-2.0	-13	103
Cc1nc2c(C#N)c(-c3ccc(Cl)cc3)ccn2n1
    -4	7	25	0.4	0	13	1.1	0.6	-0.1	-31	93
Cc1nnc(SCCOC(N)=O)n1C
    .	2	.	.	2	-4	1.3	.	-0.3	0	97
O=C(Nc1nnc(Cc2ccc([N+](=O)[O-])cc2)s1)c1ccc2c(c1)OCO2
    17	-7	-3	0.5	-6	-2	3.4	-0.8	1.1	17	88
O=C(NCCc1ccccc1)c1ccc(NC2=NC3CS(=O)(=O)CC3S2)cc1 (stereo not drawn)
    200	-11	-8	1.6	10	-3	0.8	-0.9	-1.7	1	111
COc1ccc(NC(=O)CN(C)C(=O)CNC(=O)c2sc3ccccc3c2Cl)cc1
    -1	1	-3	2.8	11	0	1.8	-1.2	-2.9	7	93
Cc1cccc(-n2ccnc2SCC(=O)N2CCCc3ccccc32)c1C
    26	6	2	1.3	-11	-4	0.5	-2.1	2.1	7	101
Cc1ccc(C(=O)NC(Cc2cccc(F)c2)C(=O)O)cc1 (stereo not drawn)
    .	-16	10	2.3	16	-3	4.0	0.0	-3.2	3	96
NC(=O)CSc1nnc(NC(=O)c2cccc(S(=O)(=O)N3CCCCC3)c2)s1
    -14	-5	4	3.6	17	-1	1.4	0.8	-3.2	-18	102
Cc1[nH]c2ccc(C(=O)Nc3ccncc3)cc2c1C
    3	-2	-2	-0.7	-3	-9	2.1	-1.2	0.6	-1	109
COC(=O)Cn1cnc2c(cnn2-c2ccc(C)cc2)c1=O
    14	-6	-3	2.4	18	-10	.	0.3	-3.9	-18	98
COc1ccccc1NC(=O)CSCc1cc(=O)n2c(C)csc2n1
    -2	6	-6	2.7	-10	-3	1.2	1.8	1.9	1	92
Cc1cc(C)c(C#N)c(SCC(=O)NC2CC2)n1
    3	2	.	-2.1	21	-9	0.2	-1.9	-4.3	23	86
O=C(OCc1cc(=O)n2c(n1)sc1ccccc12)c1ccc(O)cc1O
    -9	0	14	-0.8	-7	27	1.0	-1.6	1.4	3	76
CCOC(=O)C1(Cc2ccccc2)CCCN(S(=O)(=O)N(C)C)C1 (stereo not drawn)
    -14	5	7	3.2	2	7	2.4	-2.1	-0.4	10	90
COc1cc(OC)cc(-c2nnc(SCC(=O)N3CCOCC3)o2)c1
    249	-7	-3	2.7	-6	0	1.7	0.9	1.4	-9	.
c1ccc2c3n(nc2c1)CCCO3
    12	2	.	1.4	11	-13	3.2	-0.4	-2.0	1	99
CC1CCC(NC(=O)c2ccc(N3CCCC3=O)cc2)CC1 (stereo not drawn)
    -27	-17	-18	0.6	12	0	2.8	-2.1	-2.3	.	97
CCC(=O)N1CCNC(=O)C1CC(=O)Nc1ccc(C)c(Cl)c1 (stereo not drawn)
    33	-21	5	1.1	1	3	-3.3	-1.8	-0.2	-4	95
O=C(NCCCN1CCOCC1)c1ccc(Br)cc1
    477	5	13	3.8	6	-1	0.9	0.5	-1.3	-7	108
COC(=O)c1sc2nc(-c3ccccc3)nc(N3CCN(C)CC3)c2c1C
    .	6	4	.	-34	-2	1.6	.	5.8	-2	122
O=C(NCCO)c1ccc(-c2nnc(Nc3ccc(O)cc3)c3ccccc23)cc1
    8	10	1	-0.2	6	-14	1.4	-0.5	-1.0	2	93
COc1ccc(C(=O)NCc2nnc(SCC(=O)N3CCC(C)CC3)o2)cc1
    7	-1	-27	-0.7	-1	-6	2.6	0.1	0.1	-14	97
CSc1sc(C(=O)Nc2ccc(F)cc2F)c2c1C=CCC2
    -4	.	-14	0.9	.	-7	0.9	4.1	.	3	98
O=C(Nc1ccncc1)c1c(Cl)cccc1Cl
    6	6	4	2.5	-9	7	3.3	0.9	2.0	20	101
C=CCC(C(=O)Oc1c(C(C)(C)C)cc(C)cc1C(C)(C)C)c1ccccc1 (stereo not drawn)
    -9	5	-1	-0.7	12	-5	2.6	1.0	-2.1	0	97
CN(Cc1ccccc1)C(=O)COC(=O)c1ccc(=O)n(Cc2ccccc2)n1
    134	-8	-8	-1.1	16	5	1.7	-2.1	-3.2	-7	103
COCCN(Cc1ccccc1)C(=O)C1CCN(S(=O)(=O)c2ccc(OC)c(OC)c2)CC1
    207	-6	1	0.3	16	-13	1.1	2.1	-3.0	-2	90
N#C/C(=C(/O)CN1CCCCC1)c1nc(-c2ccc(Cl)cc2)cs1
    -21	12	-8	-1.7	-3	-2	1.3	-0.9	0.6	0	103
NC(=O)N/N=C(/CCCCCC/C(=N\NC(N)=O)c1ccccc1)c1ccccc1
    1	.	.	3.5	.	.	-1.3	0.4	.	4	100
COc1ccc(C(=O)N2CCCc3ccccc32)cc1OC
    129	-1	11	.	4	10	2.5	.	-0.8	-2	106
CCOc1ccc2nc(NC(=O)CN3CCN(C)CC3)sc2c1
    -4	-2	7	1.9	0	-6	2.5	-1.4	0.1	3	109
O=[N+]([O-])c1c(NCCCO)cc(Sc2ccc(Cl)cc2)c2nonc12
    173	-8	15	5.0	19	6	2.5	2.5	-3.5	9	106
CCc1ccc(/C=C2\SC(=S)N(CCCC(=O)Nc3ccc(C(=O)O)cc3)C2=O)cc1
    -15	3	-20	3.5	6	-6	2.0	-0.8	-1.1	9	104
COc1cccc(CN2CCN(S(=O)(=O)c3ccc(NC(C)=O)cc3)CC2)c1OC
    -15	0	-2	-0.2	8	-6	3.5	1.0	-1.6	9	98
Cc1ccc(S(=O)(=O)NCCC(=O)NCc2ccccc2)cc1
    10	-10	9	-0.6	18	-2	4.1	-1.4	-3.2	2	97
COCCOC(=O)C1=C(C)N(c2ccccc2)C(=O)NC1c1cccc([N+](=O)[O-])c1 (stereo not drawn)
    12	12	-11	1.4	8	2	3.0	-2.4	-1.6	5	105
CC(=O)N1CC2([N+](=O)[O-])CN(C(C)=O)CC([N+](=O)[O-])(C1)C2(C)C
    65	2	8	-0.4	18	1	4.1	-1.2	-3.9	20	100
Cc1ccc(-n2c(O)c(C=NCc3ccccn3)c3ccccc3c2=O)cc1C
    3	0	6	0.7	-7	-2	2.3	-1.3	1.4	10	109
O=C(COC(=O)CCc1ccccc1)NCc1ccccc1
    -4	-2	-23	2.3	11	1	-1.5	0.5	-2.9	-10	103
N/C(=N\OC(=O)c1ccccc1Br)c1cccc([N+](=O)[O-])c1
    -19	0	-21	-0.9	-26	-1	2.6	-2.0	5.4	37	100
CC(=O)NCCn1c(SCc2ccccc2C)nc2ccccc2c1=O
    16	-15	26	-1.1	11	-5	1.0	1.4	-2.5	-5	100
CCn1c(SCC(=O)c2[nH]c(C)c(C(C)=O)c2C)nnc1-c1cccs1
    4	-9	37	2.6	-1	-1	3.0	-0.5	0.2	-4	105
